HT1080NT lethal = qHTS for induction of synthetic lethality in tumor cells producing 2HG: qHTS for the HT-1080-NT fibrosarcoma cell line; AID 686970, 2013; 1.6% of 360,000 active; HT-1080-NT fibrosarcoma viability, CellTiter-Glo ATP luminescence, 48 h; Potency, µM (highest dose often 46.1 µM), for inactives: at the top dose activity, negative = less viability, actives largely listed as cytotoxic;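 note: NT is the 2HG producing partner of a matched IDH1 knockdown line; potency is the fitted concentration of half-maximal effect; 0% = DMSO-treated cells and -100% = media-only wells without cells; nearly all actives have a fitted effect of over 55% in size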
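HT-1080-NT fibrosarcoma cells (2HG-overproducing), 750 cells/well in RPMI with 5% FBS, dosed after 2 h and incubated 48 h at 37C. CellTiter-Glo luminescence normalized to DMSO and no-cell wells; concentration-response curves fitted and classed.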
D3 ag = qHTS of D3 Dopamine Receptor Agonist: qHTS; D(3) dopamine receptor (Homo sapiens), P35462; D3R DiscoveRx beta-arrestin cells, luminescence, 90 min; max activation, %; 0.58% of 410,000 active; AID 652048, 2013; in the data active = max activation above about 30%; note: 0% is about no effect; mostly tested at two doses, the higher about 12 µM
Target sequence (P35462 whole entry, looked up): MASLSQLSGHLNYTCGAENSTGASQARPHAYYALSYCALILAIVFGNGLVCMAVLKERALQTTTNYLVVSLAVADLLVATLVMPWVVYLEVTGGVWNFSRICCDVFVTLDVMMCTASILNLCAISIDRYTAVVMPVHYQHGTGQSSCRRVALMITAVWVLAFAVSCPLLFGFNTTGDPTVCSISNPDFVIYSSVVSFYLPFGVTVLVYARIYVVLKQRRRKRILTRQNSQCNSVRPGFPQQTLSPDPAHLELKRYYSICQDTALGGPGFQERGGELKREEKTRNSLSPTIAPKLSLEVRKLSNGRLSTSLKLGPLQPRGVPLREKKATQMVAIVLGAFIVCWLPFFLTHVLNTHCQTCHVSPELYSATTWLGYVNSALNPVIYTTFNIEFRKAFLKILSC
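Agonist mode: compounds and dopamine controls were applied to plated cells for 90 min at 37 degrees C after an overnight attachment at 1500 cells/well. Luminescent read-out followed 30 - 60 minutes at room temperature with DiscoveRx detection reagent.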
MCF10A rereplic = A quantitative high throughput screen for small molecules that induce DNA re-replication in MCF 10a normal breast cells; MCF 10A DNA re-replication, Hoechst nuclear intensity, 48 h; Potency, µM (highest dose often 46.1 µM), for the others: at the highest dose activity, positive = re-replication, hits mostly activators; 2.9% of 350,000 active; note: potency is the fitted concentration of half-maximal effect; % of control where 0% means no effect; nearly all actives have a fitted effect of over 50% in size
IL1B secr inh = qHTS for Inhibitors of Inflammasome Signaling: IL-1-beta AlphaLISA Primary Screen | activity change, % at 57.5 µM | 4.7% of 360,000 active | THP-1 LPS/ATP IL-1B secretion, AlphaLISA, 16 h; active compounds read low; in the data active = activity change below about -50%; inconclusive = mostly about -30% to -49%; note: % is set by controls: 0 for no effect and ±100 for the full control effect
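THP-1 cells pretreated 1 hr with compounds (up to 57.5 uM final), then stimulated with LPS (250 ng/mL final) plus ATP (1.25 mM final); secreted IL-1B measured by AlphaLISA after 16 hr, decreased signal indicating inhibition.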
KB-3-1 cytotox = qHTS assay for MDR1-selective chemotherapeutics: Primary screen using the parental adenocarcinoma cell KB-3-1; AID 1347075, 2019; Potency, µM (titrated, usually from 46.1 µM), inactives show at the top dose activity change, negative = cytotoxic, most hits filed as cytotoxic; KB-3-1 viability, CellTiter-Glo ATP luminescence, 72 h; 1.4% of 400,000 active; note: potency is the fitted concentration of half-maximal effect; % is set by controls: 0 for no effect and ±100 for the full control effect; nearly all actives have a fitted effect of over 60% in size
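Parental KB-3-1 adenocarcinoma cells in phenol-red-free DMEM with 10% FBS were pin-treated with compounds at several concentrations, incubated 72 h at 37 °C, and viability read by CellTiter-Glo luminescence; concentration-effect curves were fitted after normalization.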
HT1080 IDH1KD tx = qHTS for induction of synthetic lethality in tumor cells producing 2HG: qHTS for the HT-1080-IDH1KD cell line; Potency, µM (titrated, usually from 46.1 µM), inactives show top-dose activity, negative = toxicity, most hits filed as cytotoxic; 2% of 360,000 active; HT-1080 IDH1 knockdown viability, ATP luminescence, 48 h;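 note: potency is the fitted concentration of half-maximal effect; 0% = DMSO wells and -100% = cell-free medium wells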
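Viability of IDH1-knockdown HT-1080 fibrosarcoma cells was assessed by CellTiter-Glo after 48 h at 37 °C with titrated compound; concentration-effect curves were classified by fit quality and response size.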
SW480 rerep = A quantitative high throughput screen for small molecules that induce DNA re-replication in SW480 colon adenocarcinoma cells. SW480 DNA re-replication, Hoechst DNA content imaging, 48 h. Potency, µM (titrated, usually from 46.1 µM), for inactives: top-dose re-replication activation, hits mostly activators. 1.8% of 340,000 active. AID 624297, 2012; note: potency is the fitted concentration of half-maximal effect; % of control where 0% means no effect; nearly all actives have a fitted effect of over 55% in size
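Treated cells incubate 48 hr (37 C, 5% CO2), are stained 40 min with Hoechst, and nuclear fluorescence is enumerated; a rise in nuclei with high DNA signal marks re-replication.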
KB-V1 cytotox = qHTS assay for MDR1-selective chemotherapeutics: Primary screen using the drug-selected MDR subline cells KB-V1. AID 1347076, 2019. Potency, µM (top dose mostly 46.1 µM), inactives show at the highest dose activity change, negative = cytotoxicity, most hits filed as cytotoxic. 3.4% of 400,000 active. KB-V1 MDR cells viability, CellTiter-Glo, 72 h; note: potency is the fitted concentration of half-maximal effect; % is set by controls: 0 for no effect and ±100 for the full control effect; nearly all actives have a fitted effect of over 60% in size
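Drug-selected KB-V1 cells, grown in DMEM lacking phenol red with 10% FBS, receive compound titrations; after three days at 37 degrees C, surviving cell ATP is quantified by CellTiter-Glo luminescence and responses normalized and curve-fitted.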
HEK293 tox = qHTS of GLP-1 Receptor Inverse Agonists: Cytotox Screen; HEK293 cAMP-luciferase reporter cells, luminescence, 24 h; Potency, µM (series often up to 38.3 µM), without a hit: at the highest dose activity change, negative = inhibition, most hits filed as inhibitors; 0.13% of 410,000 active; AID 624418, 2012;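 note: loss of luciferase light is scored as toxicity; potency is the fitted concentration of half-maximal effect; % is set by controls: 0 for no effect and ±100 for the full control effect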
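1536-well qHTS counterscreen of the MLSMR; 200 cells/uL, 12 h pre-incubation, 23 nL cpd, 24 h at 37 deg C 5% CO2, luciferase detection reagent, 12 min RT, luminescence. Inhibition = undesired.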
An asterisk follows results filed as active; i = inactive; ? = inconclusive; . = not tested or not shown; [ ] = remark or other dose. Unless noted, calls come from the whole dose curve; as a rule, active = well fitted curve in the direction sought with a large enough effect; inconclusive = small, poorly fitted or top-dose-only effect, or another doubt; inactive = no such curve, though single readings can be large; an effect the other way counts as inactive or inconclusive.

SMILES	HT1080NT lethal	D3 ag	MCF10A rereplic	IL1B secr inh	KB-3-1 cytotox	HT1080 IDH1KD tx	SW480 rerep	KB-V1 cytotox	HEK293 tox
COc1cc(/C=C2\SC(=S)N(NS(=O)(=O)c3ccc(C)cc3)C2=O)ccc1O	-27.0%	0.5	15.7%	29.8	-4.7%	-27.5%	-2.9%	0.9%	?
CN(C(=O)c1ccncc1)c1nnc(-c2ccccn2)s1	16.0%	5.5	-3.7%	-5.4	1.6%	10.0%	-0.4%	12.4%	-1.5%
CC1CN(C(=O)c2cccc(S(=O)(=O)Nc3ccccc3Cl)c2)CC(C)O1 (stereo unspecified)	2.1%	8.1	-3.4%	0.0	-8.4%	-1.9%	-1.4%	21.2%	-4.7%
CC1=C(C(N)=O)C(c2cccs2)n2nc(-c3cccc(Cl)c3)nc2N1 (stereo unspecified)	-4.7%	-4.1	11.1%	34.4	13.8%	-18.1%	1.7%	1.0%	15.9%
CCOc1ccc(NC(=S)Nc2cc(C)[nH]n2)cc1	10.7%	3.9	-1.8%	0.0	2.7%	-5.5%	-1.9%	7.9%	5.4%
CCN(C(=O)c1sc(N)c(C#N)c1C)C1CCCCC1	8.2%	7.4	-1.8%	8.6	-4.2%	-2.1%	4.3%	-18.9%	-15.1%
Cc1cnc(C(=O)OCC(=O)NCCc2ccccc2)cn1	4.7%	0.2	2.1%	5.8	6.7%	-0.1%	-2.6%	4.2%	10.4%
Cc1cc(C)cc(NC(=O)CSc2nc3ccccc3nc2N2CCCCC2)c1	23.2%	-5.2	?	21.1	-12.3%	16.4%	-0.2%	?	4.9%
C#CCN(C[C@H]1[C@H](OC(=O)NC2CC2)[C@H](OC(=O)NC2CC2)C[C@H]2C(=O)N(c3ccccc3)C(=O)[C@@H]12)S(=O)(=O)c1ccc(C)cc1	1.4%	4.7	.	10.6	-7.8%	4.6%	.	12.7%	1.8%
O=C(CNC(=O)c1ccccc1)NCCO	14.3%	2.1	?	-3.3	12.2%	8.5%	-7.7%	?	-2.3%
CN(C(=O)c1cccc(NC(=O)Cc2ccc([N+](=O)[O-])cc2)c1)C1CCC1	-0.2%	-8.7	?	0.0	-6.5%	-9.7%	-7.2%	?	-30.6%
Cn1c(=O)[nH]c(=O)c2c1nc(NCc1ccccc1)n2CC(O)c1ccccc1 (stereo unspecified)	6.6%	-5.3	1.0%	0.0	-2.4%	0.3%	-10.8%	11.1%	0.9%
COC(=O)CNC(=O)COC(=O)C(Cc1ccccc1)NC(=O)c1ccco1 (stereo unspecified)	19.7%	0.6	?	-28.4	13.0%	10.0%	-10.4%	18.1%	4.4%
CC1(C)OC(c2ccccc2)=C/C(=C/C=Nc2ccccc2)O1	0.8%	3.0	?	-5.4	-8.1%	-4.5%	6.9%	-4.2%	-2.4%
COCC(=O)NNS(=O)(=O)c1ccccc1[N+](=O)[O-]	12.7%	-2.7	0.8%	1.1	-1.4%	10.2%	-5.1%	0.0%	13.3%
N#CCSc1nnc(COc2ccc3ccccc3c2)o1	-0.6%	2.1	1.6%	-18.6	-27.1%	-5.7%	0.9%	?	17.6%
Cc1cc(C)cc(NC(=O)c2ccc(NC3=NC4CS(=O)(=O)CC4S3)cc2)c1 (stereo unspecified)	-0.7%	1.8	15.9%	-18.0	-23.5%	-1.1%	-0.6%	-22.1%	-14.5%
O=C(COC(=O)CCC(=O)c1cccs1)Nc1ccccc1C(F)(F)F	0.2%	-2.5	0.2%	10.0	-4.1%	-2.2%	1.8%	20.7%	-0.6%
Cc1ccc(C(=O)NCCN2CCN(C(=O)c3ccc(C)c(C)c3)CC2)cc1C	0.8%	-28.3	6.3%	3.3	-0.6%	-4.7%	3.1%	-15.4%	-11.9%
CCN(C(=O)COC(=O)CNC(=O)c1ccc(C)cc1)c1c(N)n(Cc2ccccc2)c(=O)[nH]c1=O	7.9%	1.4	-0.6%	2.5	5.3%	18.3%	-12.8%	0.0%	-28.4%

Fetched by structure from the list above, 3 records:
SMILES	HT1080NT lethal	D3 ag	MCF10A rereplic	IL1B secr inh	KB-3-1 cytotox	HT1080 IDH1KD tx	SW480 rerep	KB-V1 cytotox	HEK293 tox
CCOc1ccc(NC(=S)Nc2cc(C)[nH]n2)cc1	10.7%	3.9	-1.8%	0.0	2.7%	-5.5%	-1.9%	7.9%	5.4%
CN(C(=O)c1ccncc1)c1nnc(-c2ccccn2)s1	16.0%	5.5	-3.7%	-5.4	1.6%	10.0%	-0.4%	12.4%	-1.5%
C#CCN(C[C@H]1[C@H](OC(=O)NC2CC2)[C@H](OC(=O)NC2CC2)C[C@H]2C(=O)N(c3ccccc3)C(=O)[C@@H]12)S(=O)(=O)c1ccc(C)cc1	1.4%	4.7	.	10.6	-7.8%	4.6%	.	12.7%	1.8%

Further results:
SMILES	HT1080NT lethal	D3 ag	MCF10A rereplic	IL1B secr inh	KB-3-1 cytotox	HT1080 IDH1KD tx	SW480 rerep	KB-V1 cytotox	HEK293 tox
N#Cc1cnc(SCC(=O)c2ccccc2)nc1N	28.5%	6.2	?	5.4	-4.2%	28.1%	-21.8%	4.5%	2.9%
CC(=O)c1nn(-c2ccccc2)cc1C(=O)c1ccc(Br)cc1	-10.7%	1.3	?	51.6	0.9%	-17.4%	?	-19.8%	-1.5%
CN1/C(=C/C(=S)NC(=O)C2CCC2)C(C)(C)c2ccccc21	-13.3%	4.8	?	-14.6	-6.3%	-22.4%	5.6%	?	9.6%[7.66 µM]
COc1cccc(-c2nc(-c3ccccc3)[nH]c(=O)c2C#N)c1	-13.1%	-2.3	?	8.1	-11.9%	-17.4%	-4.2%	3.4%	11.6%
COc1ccc(Cl)c(-c2cc(C(=O)Nc3ccc(F)cc3)[nH]n2)c1	-5.6%	-20.2	.	?	-2.9%	-19.7%	.	-4.1%	-26.7%
O=C(COc1ccc(S(=O)(=O)N2CCOCC2)cc1)NCc1ccccn1	-0.4%	-7.4	-10.7%	i	0.0%	-4.6%	-32.4%[inhibitor]	-8.5%	5.8%
O=C(Nc1ccc(F)c(Cl)c1)Nc1nnc([C@@H]2O[C@H](CO)[C@@H](O)[C@H]2O)s1	-23.9%	-0.8	.	11.3	0.0%	-1.5%	.	4.1%	0.4%
COC(=O)C1=C(C)N(c2ccc(Br)cc2)C(=O)/C1=C\c1ccco1	-1.2%	2.6	?	-0.8	21.8%	-6.7%	-2.0%	-23.3%	20.9%
COc1cccc2sc(Nc3nc4ccc(NC(C)=O)cc4s3)nc12	?	3.3	3.26µM*	51.8	16.4µM*	?	?	-4.4%	-21.6%
COc1ccc(-c2cn[nH]c2N)c(OC)c1	-3.2%[9.24 µM]	3.1	2.4%	7.2	2.7%	5.0%	-1.1%	16.6%	7.5%
CCN(CC)C(=O)Cn1c(=O)n(-c2ccccc2)c(=O)c2sccc21	0.3%	1.9	1.0%	0.0	-4.1%	-2.6%	-2.2%	9.9%	-5.5%
NC(=O)c1cccc(-c2csc(C(O)c3ccccc3)n2)c1 (stereo unspecified)	-3.3%	1.4	.	5.6	0.0%	0.7%	.	1.8%	1.2%
O=C(Nc1ccc(Cl)cn1)c1ccccc1F	?	-6.6	13µM*	27.5	23.1µM*	-26.7%	11.6µM*	?	-27.6%
O=C(O)CCCCn1c(SCc2ccccc2Cl)nc2ccsc2c1=O	-3.7%	1.0	?	19.1	-13.8%	-24.5%	i[1.84 µM]	-5.0%	-14.4%
CCC(=O)N1CCc2cc(S(=O)(=O)N3CCN(c4cc(Cl)ccc4C)CC3)ccc21	13.9%	0.4	-1.8%	14.2	6.0%	7.8%	?	5.3%	-3.1%
CCn1c(C(=O)NCc2ccc(OC)cc2)cc2sc(Cl)cc21	.	-19.2	.	.	-9.8%	.	.	0.4%	-0.8%
Cn1c(SCC(=O)Nc2ccc(N3CCOCC3)cc2)nnc1-c1ccco1	-3.1%	-3.8	-6.6%	-1.0	?	-1.3%	-17.1%	-1.4%	-5.0%
COC(=O)c1sc(NC(=O)/C=C/c2ccc(C)cc2)nc1C	13.4%	-5.4	1.4%	13.6	7.7%	9.2%	-2.8%	-4.4%	-6.2%
COc1ccc(C(CCNCc2ccc(F)cc2)c2ccc(F)cc2)cc1 (stereo unspecified)	?	-10.6	5.17µM*	-28.4	?	23.1µM*	.	?	-10.5%
O=C(c1ccc(Br)cc1)N(Cc1nc2ccccc2c(=O)[nH]1)C1CCCC1	?	-5.0	0.5%	?	16.4µM*	23.1µM*	?	?	-23.8%
c1ccc(C2NCCc3ccccc32)cc1 (stereo unspecified)	-22.1%	-7.1	-3.1%	-7.2	-12.6%	?	-2.6%	-26.0%	-2.3%
O=C(Cc1ccc(Br)cc1)OCC(=O)N1CCc2ccccc2C1	16.2%	-6.6	-2.8%	17.1	11.0%	0.8%	-9.6%	28.0%	9.3%
Cc1ccc(C(=O)c2nc(C(=O)NCCO)nc3ccccc23)cc1	2.8%	-23.1	7.0%	-10.1	-0.2%	8.7%	-20.0%	16.3%	0.6%
Cc1c2cnn(-c3ccccc3)c(=O)c2c(C)n1CC(=O)N1CCN(c2cccc(Cl)c2)CC1	.	1.6	.	.	-9.3%	.	.	-5.6%	3.7%
CCCCNC(=O)CN1C(=O)COc2ccc(S(=O)(=O)N3CCCC3)cc21	.	-0.2	.	.	5.4%	.	.	15.6%	14.3%
CCOC(=O)C1=C(CS(=O)(=O)c2ccccc2)NC(=O)NC1c1cc(OC)c(O)c(OC)c1 (stereo unspecified)	23.6%	0.4	2.4%	25.6	22.1%	23.0%	1.0%	7.6%	-1.9%
